15-hLO-2 inh = blocks human 15-lipoxygenase 2 activity; O15296; purified 15hLO-2, xylenol orange hydroperoxide absorbance; Potency, µM (top dose mostly 57.1 µM), for the others: at the top dose activity change, negative = inhibition, hits mostly inhibitors; hit rate 0.56% among 110,000; AID 881; also: potency is read from the fitted curve at half-maximal effect; nearly all actives have a fitted effect of over 60% in size; many of its hits are not listed in these tables
Target sequence (O15296 whole entry, looked up): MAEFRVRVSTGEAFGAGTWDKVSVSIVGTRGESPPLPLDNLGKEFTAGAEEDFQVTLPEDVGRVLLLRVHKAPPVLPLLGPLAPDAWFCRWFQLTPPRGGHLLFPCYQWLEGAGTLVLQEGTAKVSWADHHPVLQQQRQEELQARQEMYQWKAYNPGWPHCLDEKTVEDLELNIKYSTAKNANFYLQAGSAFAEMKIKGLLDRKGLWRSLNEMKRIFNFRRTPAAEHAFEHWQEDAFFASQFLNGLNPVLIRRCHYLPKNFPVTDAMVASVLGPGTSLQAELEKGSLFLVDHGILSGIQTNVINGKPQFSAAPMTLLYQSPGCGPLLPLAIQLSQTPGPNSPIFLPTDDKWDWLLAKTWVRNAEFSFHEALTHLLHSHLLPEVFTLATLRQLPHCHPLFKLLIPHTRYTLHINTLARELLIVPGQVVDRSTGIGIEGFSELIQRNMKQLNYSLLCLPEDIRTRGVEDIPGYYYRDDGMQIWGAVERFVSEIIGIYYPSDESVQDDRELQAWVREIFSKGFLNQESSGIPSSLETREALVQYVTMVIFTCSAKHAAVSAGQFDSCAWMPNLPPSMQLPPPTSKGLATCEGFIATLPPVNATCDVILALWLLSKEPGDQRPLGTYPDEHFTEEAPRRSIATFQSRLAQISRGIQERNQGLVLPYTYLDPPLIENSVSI
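Purified human 15hLO-2 (50 nM final) preincubated with compounds 15 min at room temperature in 25 mM Hepes pH 7.5, 0.01% Triton X-100, then 45 uM arachidonic acid added for 90 min; hydroperoxide detected via ferrous/xylenol orange, 573/405 nm absorbance ratio.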
PNC inhibitor = blocks assembly of the perinucleolar compartment; PC3M PTB-GFP, PNC prevalence imaging, 16 h; stronger effect = lower value; activity change (PNC), negative = inhibition, % at 10 µM; hit rate 3.1% among 140,000;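 active = readout at or below -70, meaning at least 70% loss of cells showing the perinucleolar compartment, a nuclear body marking cancer cells; inconclusive = readout between -30 and a set limit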;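 also: plate controls were DMSO wells for no effect and camptothecin positive control wells for full effect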
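Read-out is percentage of cells bearing a perinucleolar compartment, from automated 20x imaging of fixed, Hoechst-stained PC3M PTB-GFP cells. Cells were seeded 4 h, then exposed 16 h to compound (23 nl of library stock) in duplicate plates.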
IMPase inh = cell-permeable inhibitors of inositol monophosphatase (IMPase); P97697; CHO-M1 cells, IP1 accumulation, HTRF TR-FRET ratio; inhibition (IP1 accumulation), % at 46.1 µM; 120,000 tested, under 10 active; AID 901; active = well fitted curve in the direction sought with a large enough effect in the signal ratio, not every such curve was filed as active; inconclusive = small, poorly fitted or top-dose-only effect, or a change in a side signal; inactive = no such curve, though single readings can be large or run the other way; the % refers to the signal ratio;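 also: cells stimulated with carbachol in lithium chloride buffer; plate controls were DMSO basal wells for no effect and reference inhibitor wells for full effect; higher means more IMPase inhibition seen as more IP1 and lower FRET ratio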
Target sequence (P97697 whole entry, looked up): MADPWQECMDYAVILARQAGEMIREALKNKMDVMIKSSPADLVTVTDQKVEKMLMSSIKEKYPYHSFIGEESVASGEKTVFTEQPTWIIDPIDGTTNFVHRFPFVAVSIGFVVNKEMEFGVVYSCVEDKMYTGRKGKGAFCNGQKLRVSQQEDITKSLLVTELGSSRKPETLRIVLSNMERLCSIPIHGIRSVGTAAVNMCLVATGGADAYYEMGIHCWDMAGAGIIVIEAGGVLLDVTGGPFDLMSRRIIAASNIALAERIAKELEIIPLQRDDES
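Elevated IP1 in lysates lowers TR-FRET signal (665/620 ratio and 620 channel reported). Cells were CHO-M1, given carbachol (50 uM as added) plus 50mM LiCl, pH 7.4, 30 min, 37C; compounds titrated up to 46 uM; AC50 by Hill equation.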
ALOX12 inhib = inhibitors of human 12-lipoxygenase (ALOX12); purified 12-hLO, xylenol orange hydroperoxide absorbance; Potency, µM (highest dose often 57.1 µM), without a hit: at the top dose activity change, negative = inhibition, most hits filed as inhibitors; hit rate 0.12% among 150,000; AID 1452; also: potency is read from the fitted curve at half-maximal effect; nearly all actives have a fitted effect of over 55% in size; many of its hits are not listed in these tables
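150 nM 12hLO, 25 mM Hepes pH 7.0 + 0.01% Triton X-100; cpd preinc 15 min RT; 40 uM arachidonic acid, 30 min RT; Fe-XO 30 min; A573/A405 ratio as read-out.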
The depositor's hits bear a star; ? = inconclusive; · = no result given; & = joins results of further samples; [ ] = dose if it differs, or a comment. Unless noted, calls follow the shape of the dose curve; as a rule, active = well fitted curve in the direction sought with a large enough effect; inconclusive = small, poorly fitted or top-dose-only effect, or another doubt; inactive = no such curve, though single readings can be large; an effect the other way counts as inactive or inconclusive. Unless noted, % is scaled to controls: 0 for no effect and ±100 for the full control effect. Not all compounds are listed (hit frequency here may not be typical).

SMILES	ALOX12 inhib	IMPase inh	15-hLO-2 inh	PNC inhibitor
Cc1ccc(/C=C2\Sc3ccccc3C2=O)s1	-1%	1	-13%	54
C/C=C(\C)CN1CCN(c2ccc(C)cc2)CC1	1%	6	-7%	11
NCCOc1ccccc1Cc1ccccc1	6%	13	43%[activator]	5
CN(c1ccc(OCC(=O)OCC(=O)Nc2ccccc2F)cc1)S(=O)(=O)c1cccs1	2%	·	·	-18
COC(=O)c1ccc(-n2c(C)cc(-c3csc(NC(=O)c4ccc(S(=O)(=O)N(C)C)cc4)n3)c2C)cc1	-5%	·	·	15
COC(=O)c1c(C)[nH]c(C(=O)/C=C/c2ccccc2)c1C	-2%	5	·	1
Cc1c(C(=O)NC(=S)NCC(C)C)oc2ccccc12	1%	·	·	?
COc1ccc(C(C)=O)cc1CSc1nc2ccccc2c(=O)n1-c1cccc(C)c1	1%	2	·	-9
CCOC(=O)c1cnc2c(C(F)(F)F)cccc2c1N1CCOCC1	-2%	0	-4%	13
O=C(NNC(=O)c1cc2cc3ccccc3nc2s1)c1cccc(Cl)c1	1%	-4	-23%	74
CCS(=O)(=O)c1ccc2c(c1)N(S(C)(=O)=O)CC(C(=O)NCCOC)O2 (stereo not given)	3%	-3	5%	74
COc1ccc(C(=O)N2CCC[C@@]3(CCN(c4ncccn4)C3)C2)cc1	1%	·	-6%	·
COc1ccc(C(=O)COC(=O)CCn2nnc(-c3cccc(O)c3OC)n2)cc1	-6%	1	7%	5
CC(O)COc1ccc(/C(=N/O)c2ccccc2)cc1 (stereo not given)	-4%	10	-10%	-1
CC1(C)Cc2c(C#N)c(SCC(=O)c3ccccc3)nc(N3CCOCC3)c2CO1	-3%	3	-17%	?
CSC1=NCCN1C(=O)Cc1ccc(Cl)cc1	-2%	-1	-1%	?
CN1C(=O)/C(=C/c2ccccc2OCc2cccc(F)c2)NC1=S	0%	13	-6%	28
C=CCn1c(SCC(=O)c2cc(C)n(C(C)COC)c2C)nc2sc(C)c(C)c2c1=O (stereo not given)	-10%	14	-2%	?
CC(C)C1=NN2C(=N)CC(=O)N=C2S1	-4%	2	-7%	25
O=C(Nc1ccccc1F)c1ccncc1	0%	7	-5%	-17
O=C(O)c1ccc(/C=N/NC(=O)c2ccc(Br)cc2)cc1	-3%	·	·	-18
Cc1ccc(-n2c(=O)c3sccc3n(Cc3cc(=O)n4ccccc4n3)c2=O)cc1	-2%	4	·	-22
CC1=CC(C)(C)Nc2ccc(OC(=O)CN3C(=O)CCC3=O)cc21	-5%	20	-21%	?
CC(=O)Nc1nc(N2C(=O)c3ccccc3C2=O)n(-c2ccccc2)n1	-3%	10	2%	18
Cc1ccc([N+](=O)[O-])cc1/C=N/Nc1nnnn1-c1ccccc1	-5%	1	-14%	?
CC(C)NC(=O)COC(=O)/C=C/c1ccc(F)cc1	1%	·	·	-25
NS(=O)(=O)c1ccc(NC(=S)N2CCN(S(=O)(=O)c3ccc(F)cc3)CC2)cc1	-3%	·	·	-24
COc1ccc2cc(CN(C(=O)Nc3ccccc3OC)C3CCCC3)c(=O)[nH]c2c1	-30%	4	2%	40
CCCCn1nnc(NC(=O)Cc2ccc(Cl)cc2)n1	-3%	-1	-8%	-18
Cn1c(CCNC(=O)c2ccccc2F)nnc1SCc1nc2ccccc2c(=O)[nH]1	4%	-9	0%	?

Next section; it opens with the two that closed the last part.
SMILES	ALOX12 inhib	IMPase inh	15-hLO-2 inh	PNC inhibitor
CCCCn1nnc(NC(=O)Cc2ccc(Cl)cc2)n1	-3%	-1	-8%	-18
Cn1c(CCNC(=O)c2ccccc2F)nnc1SCc1nc2ccccc2c(=O)[nH]1	4%	-9	0%	?
CCN(CC)S(=O)(=O)c1ccc(C(=O)Nc2ccc3c(c2)OCCO3)cc1	-5%	3	4%	33
CCCCOc1ccc(S(N)(=O)=O)cc1	2%	-6	-3%	-14
Cc1ccc(C)n1-c1ncn[nH]1	-2%	3	29%	4
Cc1csc2nc(CNS(=O)(=O)c3ccc4c(c3)CCCC4)cn12	1%	8	5%	47
Cc1ccccc1OCC(=O)N/N=C/c1ccco1	-4%	4	-13%	30
O=c1[nH]c(=O)n([C@@H]2C[C@H](O)[C@H](CO)O2)cc1I	1%[25.6 µM]	3[20.6 µM]	13%[25.6 µM]	·
NCCSCCc1ccccc1	-1%[11.4 µM]	·	-3%[11.4 µM]	·
COc1ccc(S(=O)(=O)NCCSCc2ccccc2C)cc1Br	-13%	1	?	6
Cc1ccc(C(=O)COC(=O)CNS(=O)(=O)c2ccccc2)cc1[N+](=O)[O-]	9%	-2	8%	123
Cc1cc(N)n2nc(-c3ccc(C(C)(C)C)cc3)cc2n1	-5%	8	22%	30
CC(=O)c1c(C)c2c(n1CCN(C)C)CCCC2	7%	-1	14%	29
COc1ccccc1NC(=O)Oc1ccc(C(C)=O)cc1	4%	1	0%	10
CC(C)N1CC(C(=O)O)CC1=O (stereo not given)	-1%	-4	4%	?
CCCc1nc2sc3c(SCC(=O)NCc4ccco4)ncnc3c2c2c1CCC2	-17%	-5	-19%	3
CC1CCN(CCCCOc2ccc([N+](=O)[O-])cc2)CC1	-12%	14	1%	9
CCOc1ccc(-c2ccc(SCC(=O)N3CCN(c4ccccc4)CC3)nn2)cc1	2%	-8	·	50
CCC1CCCCN1C(=O)c1cc2cc(Br)ccc2oc1=O (stereo not given)	0%	2	-8%	-28
c1ccc(Sc2ncnc3c2oc2ccccc23)nc1	-4%	5	3%	4
CCOC(=O)C1CCCN(c2c(Nc3cccc(C)c3)c(=O)c2=O)C1 (stereo not given)	3%	-2	-6%	16
CC1=C(C(=O)OCC(C)C)C(c2cccc(F)c2)N2C(=O)C(C)SC2=N1 (stereo not given)	3%	4	-4%	?
C/C(=N\OCC(=O)N/N=C/c1ccccc1O)c1cccs1	-14%	7	12%	1
CCCc1nnc(SCC(=O)N2CCCCC2C)n1CCCOC (stereo not given)	-1%	-2	8%	25
CCOC(=O)c1sc2nc(NC(=O)C3CCCCC3)sc2c1C	2%	-3	2%	8
Cc1cccc(NS(=O)(=O)c2ccccc2)n1	0%	2	1%	?
CCOCCCNC(=S)NNC(=O)CCn1nc(C)c(Br)c1C	1%	-1	6%	5
CC(=O)N1CCN(C(=O)CC2OC(=O)c3ccccc32)CC1 (stereo not given)	-5%	2	-19%	7
CC1(C)Cc2nc3sc4c(=O)n(CC(=O)NCc5ccccc5)cnc4c3cc2CO1	-4%	3	-1%	7
CCNC(=O)NC(=O)C(C)Sc1nc2ccccc2n1CC(C)C (stereo not given)	-7%	1	2%	20
COc1cc(/C=C/C(=O)OCC(=O)NCc2ccco2)cc(OC)c1OC	-2%	·	·	29
Cc1ccc(SC(c2ccccc2)C(Cn2cncn2)C(=O)c2ccccc2)cc1 (stereo not given)	-1%	-10	4%	17
O=C(Nc1nc2ccc(S(=O)(=O)N3CCCCC3)cc2s1)C1CCCO1 (stereo not given)	-4%	1	-7%	15
CC(c1nnc(SCC(=O)c2c(N)n(C)c(=O)n(C)c2=O)n1-c1ccc(Cl)cc1)N(C)C (stereo not given)	-4%	0	19%	-13
Cc1nc2cc(C(F)(F)F)ccc2n1C1CCN(C(=O)N2CCOCC2)CC1	-2%	-2	11%	?
Cc1ccc(C(=O)Nc2ccc3cn[nH]c3c2)cc1S(=O)(=O)N1CCCCC1	-1%	-3	3%	35
CCCCN(C(=O)CSc1cc(C)c2ccccc2n1)c1c(N)n(Cc2ccccc2)c(=O)[nH]c1=O	3%	-6	·	-15
Cn1ncc(Cl)c1C(=O)Nc1cccnc1	0%	3	·	-3
O=C(NCCN1CCOCC1)[C@H](Cc1ccccc1)N1C(=O)c2ccccc2C1=O	0%	6	-1%	-13
CCOC(=O)c1ccc(NC(=O)CN(C)S(=O)(=O)c2ccc(Br)s2)cc1	-4%	·	·	30
Cc1nc2ccc(CCO)cc2s1	0%	-18	·	66
COc1ccc(CCN(C(=O)c2ccccc2)C2=CC3CCC(C2)N3C)cc1OC (stereo not given)	1%	-14	5%	-28
Cc1ccc(C(=O)N/N=c2\sc3ccccc3n2C)cc1	7%	2	·	20
CCc1ccc2oc(-c3cccc(NC(=O)c4cccnc4)c3)nc2c1	-4%	-2	17%	28
Cc1noc(C)c1C(=O)Nc1cccnc1	2%	4	4%	?
O=C1C2CCCN2C(c2ccccc2F)N1c1ccc(Cl)cc1 (stereo not given)	-1%	2	-2%	-11
O=C(NCCO)/C(=C\c1cccc([N+](=O)[O-])c1)NC(=O)c1ccco1	2%	-6	·	11
COc1ccc(S(=O)(=O)N2CCCC(C(=O)O)C2)cc1 (stereo not given)	14%	-5	5%	?
COc1ccc(CN2C(=O)C3C4C=CC(C4)C3C2=O)cc1 (stereo not given)	-1%	3	-4%	?
O=C(c1ccc(F)cc1)c1ccc(N2CCCC2)cc1	-20%	5	?	35
Cc1cc(C)c(NC(=O)CSc2nccn2C)c(C)c1	-4%	·	·	-17
CC(=O)Nc1ccccc1NC(=O)C/C(C)=N/NC(=O)c1ccc([N+](=O)[O-])c(Cl)c1	1%	·	·	-2
CCCN(CCC)S(=O)(=O)c1ccc(NC(=O)Cc2cccs2)cc1	-18%	-4	?	-12
Nc1ccc(C(=O)O)cc1	-2%&-4%	·	-9%&3%	·
COc1ccccc1N1CCN(S(=O)(=O)c2cccc3nsnc23)CC1	-6%	3	-2%	?
CCCCCCCCNC(=O)c1cnccn1	-3%	·	·	27
O=C(COC(=O)c1ccc(-c2cnc3ccccc3n2)cc1)c1ccccc1	0%	-7	·	-2
Cc1ccc(C(=O)Nc2nnn(C)n2)cc1	-1%	-3	-3%	-30
Cc1nc(SCc2c(F)cccc2Cl)c2c(=O)n(C)c(=O)n(C)c2n1	-1%	2	2%	?
O=c1[nH]c(-c2ccccc2)cs1	1%	·	·	?
Cc1nnc(SCc2cc(=O)oc3ccc4ccccc4c23)n1Cc1ccccc1	-2%	-4	·	?
COc1ccc(C(=O)COC(=O)c2ccc(NC(=O)c3ccccc3)cc2)cc1	4%	8	·	-1

Additional entries.
SMILES	ALOX12 inhib	IMPase inh	15-hLO-2 inh	PNC inhibitor
CN1CCN(CC(=O)Nc2c(C(=O)C3CC3)oc3ccccc23)CC1	5%	8	23%	-7
COC(=O)c1ccc(CSc2nc3scc(-c4cccs4)c3c(=O)[nH]2)o1	-9%	-2	?	15
O=C1CC(N2CCC(c3nc4ccccc4o3)CC2)C(=O)N1c1cc(Cl)cc(Cl)c1 (stereo not given)	-29%	17	23%	-10
COc1ccc(S(=O)(=O)N(CC(=O)O)c2ccc(C)cc2)cc1	-5%	5	-4%	-14

Source: PubChem BioAssay (National Center for Advancing Translational Sciences (NCATS))
